Glyco luc inh: increase of ERlucT glycosylation luciferase signal, primary screen, N-linked glycosylation inhibitor project, D54 ERlucT cells, luminescence, set 2; D54 ERlucT glycosylation luciferase reporter, 24 h; percent of 100 nM tunicamycin response; reporter increase, % at 12.5 µM; actives 0.23% (n = 360,000); AID 588692, 2011;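 active means mean luciferase reporter signal, scaled so untreated is 0 and the glycosylation-blocking control 100, at or above a set limit in every replicate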;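 further: luciferase carries N-glycosylation sites so blocking glycosylation raises the light; 0% = median of neutral control wells and 100% = median of 100 nM tunicamycin wells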
NOD2-RIPK2 inh: NOD2-RIPK2 binding disruptors in cells, primary screen, fluorescence, CHO cells, BLA complementation; AID 624267, 2012; inhibition, % at 4.98 µM; CCF4 ratio; actives 0.38% (n = 360,000); Receptor-interacting serine/threonine-protein kinase 2 (Homo sapiens), O43353; in the data active means inhibition above about 21%;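 further: 0% = vehicle only and 100% = reference blocker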
HTR2A ag: mouse Htr2a agonists via beta-arrestin recruitment, primary screen, cell-based, luminescence | 5-hydroxytryptamine receptor 2A (Mus musculus), P35363 | CHO-K1 mHTR2A beta-arrestin complementation; percent of 30 µM serotonin response | activation, % at 7.6 µM | actives 0.66% (n = 360,000) | AID 624169, 2012;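 active means activation above a run cutoff, the mean activation of all tested compounds plus 3 SD, cut at about 14% in these data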;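 further: 0% = plate median of compound wells and 100% = 30 µM serotonin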
Target sequence (P35363 whole entry, looked up): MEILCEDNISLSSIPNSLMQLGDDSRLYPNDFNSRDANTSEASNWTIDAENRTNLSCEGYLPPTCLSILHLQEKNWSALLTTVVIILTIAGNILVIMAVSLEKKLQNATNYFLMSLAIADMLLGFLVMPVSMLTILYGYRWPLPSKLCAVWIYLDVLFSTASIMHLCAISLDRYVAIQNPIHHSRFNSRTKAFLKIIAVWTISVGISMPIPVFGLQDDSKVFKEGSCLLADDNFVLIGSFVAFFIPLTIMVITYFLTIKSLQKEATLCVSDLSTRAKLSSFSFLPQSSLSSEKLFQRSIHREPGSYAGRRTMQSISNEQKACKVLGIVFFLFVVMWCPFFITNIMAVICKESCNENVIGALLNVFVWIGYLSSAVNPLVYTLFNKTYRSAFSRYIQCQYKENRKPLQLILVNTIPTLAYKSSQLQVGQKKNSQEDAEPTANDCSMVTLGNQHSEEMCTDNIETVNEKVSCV
TLR9-MyD88 block: inhibitors of TLR9-MyD88 association in cells, primary screen, cell-based, CHO, BLA complementation, fluorescence; CCF4 FRET ratio; inhibition, % at 4.98 µM; actives 0.21% (n = 340,000);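 active means inhibition above the mean over all tested compounds plus 3 SD, cut at about 21% in these data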;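 further: 0% = DMSO only wells and 100% = clavulanate BLA inhibitor control wells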
MC4R antag cAMP: MC4R antagonists of cAMP signaling, primary screen, cell-based, TR-FRET, antagonist arm of biased-ligand search | Melanocortin receptor 4 (Homo sapiens), P32245 | MC4R-expressing cells, MTII-stimulated cAMP, LANCE TR-FRET | inhibition, % at 6.5 µM | actives 0.48% (n = 360,000) | AID 540295, 2011;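 active means inhibition above its plate's cutoff, the mean of tested wells on that plate plus 3 SD, cut at about 29% in these data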;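 further: 0% = Melanotan II alone and 100% = Melanotan II plus saturating MCL0020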
Target sequence (P32245 whole entry, looked up): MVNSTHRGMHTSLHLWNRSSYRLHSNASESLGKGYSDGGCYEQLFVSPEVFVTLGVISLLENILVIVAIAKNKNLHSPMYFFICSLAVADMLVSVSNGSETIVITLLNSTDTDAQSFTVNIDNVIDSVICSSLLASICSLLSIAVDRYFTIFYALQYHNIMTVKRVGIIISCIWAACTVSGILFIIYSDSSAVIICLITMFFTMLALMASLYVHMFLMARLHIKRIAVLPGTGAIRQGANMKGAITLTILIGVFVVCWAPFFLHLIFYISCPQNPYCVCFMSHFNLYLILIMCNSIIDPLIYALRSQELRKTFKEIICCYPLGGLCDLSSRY
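System: U2OS-MC4R stable cell line; Technique: Eu-cAMP/anti-cAMP TR-FRET, emission 671 nm; Repeats: single well per compound; Also added: Melanotan II; Dosing: one concentration, 6.5 µM nominal; Schedule: 30-min compound, 1-h challenge, 1-h detection, room temperature.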
ABCB6 inh 2: ABCB6 transporter inhibitors, primary screen, K562-ABCB6 cells, flow cytometry, MLPCN library; K562-ABCB6 porphyrin accumulation, 1 h; hits give low values; fluorescence ratio to DMSO, % at 10 µM; actives 0.19% (n = 360,000); AID 602162, 2011;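 active means fluorescence ratio to DMSO below 75%, the collection mean minus 3 SD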;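 further: signal is porphyrin accumulated inside mitochondria; 100% equals median channel fluorescence of DMSO control wells; lower ratio means ABCB6 inhibition with less porphyrin fluorescence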
ABHD5 PLIN5 PPI: ABHD5-PLIN5 interaction inhibitors, primary screen, cell lysate, split luciferase complementation, luminescence; Perilipin-5 (Homo sapiens) + 1-acylglycerol-3-phosphate O-acyltransferase ABHD5 (Homo …; Split G. princeps luciferase complementation, 4 h; inhibition, % at 4 µM; actives 0.78% (n = 360,000);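 active means inhibition above the mean inhibition across every tested compound plus 3 SD, cut at about 22% in these data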;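 further: 0% = DMSO only wells and the 100% control is not disclosed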
MC4R ag barr: MC4R agonists recruiting beta-arrestin, primary screen, cell-based, luminescence, agonist arm of biased-ligand search. Melanocortin receptor 4 (Homo sapiens), P32245. U2OS MC4R beta-arrestin complementation; percent of melanotan II response, DMSO zero. actives 0.98% (n = 360,000). activation, % at 8.9 µM. AID 540308, 2011;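 active means activation above a per-plate cutoff, the mean activation of sample wells on that plate plus 3 SD, cut at about 8% in these data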
H9c2 protect: cardioprotection against H2O2-induced cell death, primary screen, uHTS, H9c2 cells, ATPLite luminescence | H9c2 cardiomyocytes, H2O2 injury protection, 2 h | protection from H2O2 cell death, % at 20 µM | actives 0.63% (n = 360,000);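 active means compounds giving at least 50% protection of heart cells from peroxide-induced death in the single-dose screen, raw or plate-pattern-corrected value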;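 further: 0% = DMSO wells with peroxide and 100% = DMSO wells without peroxide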
NCOA2 inhibitor: inhibition of GAL4-SRC2 driven luciferase reporter, primary screen, SRC2 inhibitor project, cell-based, luminescence. actives 0.17% (n = 370,000). inhibition, % at 9 µM. Nuclear receptor coactivator 2 (Homo sapiens), Q15596. HEK293 GAL4-SRC2 luciferase reporter;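 active means inhibition above the mean inhibition of all tested compounds plus 3 SD, set per campaign, cut at about 52% in these data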;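 further: 0% = DMSO treated cells and 100% = cells given Gossypol at 36 µM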
An asterisk follows results filed as active; · = not tested or not shown.

Every second line gives: MC4R ag barr, NOD2-RIPK2 inh, Glyco luc inh, NCOA2 inhibitor, ABHD5 PLIN5 PPI, ABCB6 inh 2, MC4R antag cAMP, TLR9-MyD88 block, H9c2 protect, HTR2A ag
O=C(C1=C(O)C(=O)N(c2ccccc2)C1c1ccc([N+](=O)[O-])cc1)c1cccs1 (configuration not stated)
→ -1.7, 3.4, 0.8, 3.0, -2.2, 97.0, 11.5, 4.3, 4.6, -2.3
O=C(NCc1cccs1)c1ccc2c(c1)OCCO2
→ -1.6, -0.1, -1.0, -29.9, -2.7, 99.0, -4.2, 7.4, -3.4, 0.1
O=C(Nn1cnc2ccccc2c1=O)c1ccc(F)cc1Cl
→ -1.3, 1.5, -1.1, -34.8, -7.8, 26.0*, -0.6, 3.9, -3.6, -4.4
O=C(Nc1ccc(F)cc1)c1cccc(N2C(=O)c3ccccc3C2=O)c1
→ -1.0, 0.3, -1.0, -2.4, 1.5, 96.0, 5.5, 2.0, -2.9, -4.5
CC(C)n1cnc2c(N(C)c3ccccc3)nc(N(CCN(C)C)Cc3ccccc3)nc21
→ -1.3, 4.7, 8.9, 1.5, 21.3, 106.0, 2.4, 4.7, -6.2, -18.4
O=C(NCCO)/C(=C\c1cccc([N+](=O)[O-])c1)NC(=O)c1ccco1
→ -1.8, -6.0, 2.3, 24.1, -4.9, 97.0, 10.6, 2.6, 4.5, -2.9
CC(=O)O[C@]1(C(C)=O)CC[C@H]2[C@@H]3C=C(Cl)C4=CC(=O)CC[C@]4(C)[C@H]3CC[C@@]21C
→ -0.4, 3.4, -3.1, 10.0, 3.0, 107.0, -1.2, 0.8, 5.0, 1.2
Cc1ccc(OCCC(=O)NNC(=O)c2ccncc2)cc1
→ 0.5, -2.1, -1.7, -24.9, 3.8, 98.0, 16.1, -8.2, 0.1, -1.5
Cc1cnc(NC(=O)CSc2nnc(COc3c(C)cccc3C)o2)s1
→ 0.2, -3.4, -0.3, 11.4, -44.7, 96.0, 11.3, -3.2, 1.9, -1.7
Cc1ccc(SCCNC(=O)c2ccc(CN3CCOCC3)cc2)cc1
→ 2.0, -7.3, -0.4, 30.3, 0.4, 98.0, 12.8, -1.1, 0.2, -0.6
Cc1ccc(NC(=O)c2ccc(OC(=O)C(C)Oc3ccc(Cl)cc3C)cc2)cc1 (configuration not stated)
→ -0.7, -2.3, -1.9, -3.4, -10.7, 102.0, 4.0, -6.5, -2.2, 2.2
CCc1ccc(N(CC(=O)NC(C)(C)CC)C(=O)CCC(=O)Nc2nccs2)cc1
→ 0.3, 3.5, 0.2, 5.4, -5.7, 99.0, 19.4, -1.8, 6.1, -1.6
COc1ccc(NC(=O)CN2CCN(c3ccccn3)CC2)cc1Cl
→ 1.0, 3.7, 3.1, -6.0, -0.2, 82.0, 0.4, -8.5, -3.7, 3.0
O=C(CCS(=O)(=O)c1ccccc1)Nc1cccc(-c2nc3ccccc3s2)c1
→ 0.5, -7.7, -3.0, -58.0, -4.9, 94.0, 2.0, 0.4, -2.9, -0.3
O=C(NCCc1c[nH]c2ccccc12)/C(=C/c1ccco1)NC(=O)c1ccco1
→ -1.4, -12.6, 0.1, 7.8, 0.4, 95.0, -0.3, -0.6, 1.6, 7.5
Clc1c(-c2ccccc2)nc2ccccn12
→ 1.6, -1.8, 0.9, -46.9, -7.2, 100.0, -2.8, -2.5, -8.1, 2.4
Cc1c(Cl)cccc1NC(=O)N1CCCN(c2nc(-c3ccccc3)ns2)CC1
→ -0.9, 8.1, -3.5, 13.5, 9.5, 92.0, 0.6, -4.4, -12.9, 4.5
Cc1c(NC(=O)c2ccc(Cl)c(S(=O)(=O)N3CCOCC3)c2)c(=O)n(-c2ccccc2)n1C
→ -0.5, -6.2, 1.3, 9.0, 5.9, 100.0, 4.8, -7.8, 0.9, 3.5
O=C(/C=C/c1ccccc1[N+](=O)[O-])OCC(=O)N1CCCC1
→ -0.3, -3.2, 3.0, -24.6, 1.8, 99.0, -2.5, -0.3, -3.7, 1.5
COc1ccc(S(=O)(=O)Nc2ccccc2C(=O)N2CCOCC2)cc1Cl
→ 0.0, -14.4, -0.4, -21.3, -1.0, 97.0, 12.2, -6.3, -0.9, -0.1
Cc1ccc(S(=O)(=O)Nc2ccccc2C(=O)Nc2ccc(S(=O)(=O)Nc3nccc(C)n3)cc2)cc1
→ -2.5, 3.1, -0.3, -4.3, 4.3, 92.0, 5.8, -2.3, 15.3, 2.0
COc1ccc(/C=C/C(=O)c2ccc3c(c2)OCCO3)cc1[N+](=O)[O-]
→ -1.5, -3.7, 23.9, 23.0, 13.9, 98.0, 7.0, 0.5, -8.6, -1.6
CC1=NN(c2ccc(C(=O)O)c(N)c2)C(=O)C1
→ 2.5, -8.4, 1.2, -5.0, -24.6, 90.0, -2.6, 1.4, 2.1, 0.1
CCn1c(COc2cccc3ccccc23)nnc1SCC(=O)OC1CCCCC1
→ 0.1, 0.8, 3.0, 10.1, 1.8, 95.0, 8.9, -11.6, -16.5, -0.2
CCOc1ccc(CCN2C(=S)N([C@@H](Cc3ccc(O)cc3)CN3CCC[C@@H]3CN3C(=S)NC[C@@H]3Cc3ccccc3)C[C@@H]2Cc2ccc(O)cc2)cc1
→ ·, -1.7, -4.9, 28.2, 19.1, 101.0, ·, ·, -3.4, -1.8
CCn1cc(/C=C(\NC(=O)c2ccc(OC)c(OC)c2)C(=O)N2CCN(C)CC2)c2ccccc21
→ -1.0, -12.2, 2.7, -5.5, -2.2, 103.0, 0.9, 12.0, 10.4, 0.9
CN1C/C(=C/c2cccnc2)C(=O)/C(=C/c2cccnc2)C1
→ 1.4, -4.3, 17.6, -2.6, 65.9*, 85.0, 0.8, 6.4, 1.4, 6.6
Cc1cc(NS(=O)(=O)c2ccc(NC(=O)/C=C/c3ccc(Br)cc3)cc2)no1
→ -3.2, -1.3, 2.8, 4.5, -3.2, 103.0, 8.3, -8.9, -4.0, 12.4
CCCNC(=O)c1cc(C2CCCCN2C(=O)c2ccc(OC)cc2)on1 (configuration not stated)
→ 0.0, -11.1, 0.0, 24.8, -1.4, 101.0, 11.6, ·, 8.4, 2.3
O=C(NNC(=O)c1cccc2ccccc12)c1ccccc1O
→ 0.9, -21.2, -3.0, -32.3, 7.4, 88.0, -2.6, 7.1, 27.7, 3.2
O=C(OCc1c(F)cccc1Cl)c1cccnc1Cl
→ 0.2, 11.8, -0.4, 15.9, -9.2, 98.0, -6.1, -9.7, -6.6, 10.0
O=C(Oc1ccc[nH]c1=O)c1ccc(F)cc1
→ -1.3, 7.1, -1.9, -29.4, -3.8, 98.0, 2.2, -4.8, -0.6, -0.4
CCN1C[C@@H]2[C@@H]3C(=O)N(Cc4ccccc4)C(=O)[C@@H]3[C@](Cc3ccccc3)(C1=O)N2C(=O)c1ccc(Cl)c(Cl)c1
→ 2.4, 0.0, -2.8, -0.4, 6.4, 93.0, 5.3, -0.7, -0.3, -4.2
CC(C)C1C(C#N)=C(N)SC(N)=C1C#N
→ 1.6, 5.8, 0.4, 9.4, -21.3, 98.0, -2.8, 5.8, -5.8, 1.5
Cc1ccc(S(=O)(=O)N2CCN(C(=O)c3cccs3)CC2)c(C)c1
→ 1.6, -1.5, -2.5, 8.1, -4.2, 103.0, 25.1, ·, -8.8, -1.5
COc1cc(C(c2c(O)nc(SC)[nH]c2=O)c2c(O)nc(SC)[nH]c2=O)cc(OC)c1OC
→ -3.0, -15.7, 1.7, -25.1, 21.5, 97.0, 1.2, -18.4, 3.1, -4.1
O=C(N/N=C/c1ccc2c(c1)OCO2)c1cccnc1
→ 0.4, -13.9, 0.5, -12.0, -13.3, 91.0, 1.4, 1.3, 2.6, -1.4
O=S(=O)(c1ccc(Cl)cc1)N1CCN(c2ccccn2)CC1
→ 0.0, -3.0, -2.1, 11.4, 6.1, 100.0, 1.2, -4.4, -1.7, -0.9
CC(=O)N1N=C(c2ccncc2)OC12CCCC2
→ -1.4, 5.6, 0.5, -14.4, -8.3, 108.0, 0.4, -9.9, 2.9, -3.4
COc1ccccc1NC(=O)C1=C(C)Nc2nnnn2C1c1ccccn1 (configuration not stated)
→ -2.6, 3.0, 0.2, 0.6, -6.3, 84.0, 4.0, 8.0, 2.0, -2.7
O=S(=O)(Nc1nc2ccccc2nc1NCc1ccco1)c1ccc(Cl)cc1
→ -0.2, -6.3, -0.7, 15.7, 9.8, 104.0, -0.3, -4.2, -22.9, 6.0
O=C(Nc1ccc(Cl)cn1)c1cccc(OCc2ccccc2)c1
→ -2.4, -6.1, 2.6, -58.3, -1.6, 96.0, 8.0, -8.1, -9.2, -5.0
COc1ccc(OC)c(CNc2ccc3c(c2)nc(C)n3C)c1
→ -0.4, 9.3, 3.3, 18.3, -5.4, 99.0, -3.2, -6.9, 5.2, -2.7
CCCS(=O)(=O)N1CCCC(C(=O)NCC2CCCO2)C1 (configuration not stated)
→ -2.2, -2.9, 1.0, 5.0, -4.2, 102.0, 6.8, 2.9, 7.4, 2.0
COc1ccc(N2CC(C(=O)N3CCN(c4ccccc4OC)CC3)CC2=O)cc1 (configuration not stated)
→ -0.5, -16.1, -1.5, -38.0, -2.2, 100.0, 5.4, -6.1, -0.3, 2.5
CCN(C(=O)c1ccc(=O)n(C)n1)c1c(N)n(Cc2ccccc2)c(=O)[nH]c1=O
→ -0.4, -3.9, 1.9, -14.3, -8.3, 100.0, 8.0, -6.2, 1.6, -4.1
Cc1ccc(C(=O)N/C(=C\c2cn(C)c3ccccc23)C(=O)N2CCOCC2)cc1
→ -0.2, -8.5, 1.8, -3.3, -9.5, 98.0, 2.1, -11.7, -0.8, -2.4
Cc1nn(-c2ccccc2)nc1C(=O)OCC(=O)N1CCC(C)CC1
→ -2.5, -1.8, -0.7, 28.2, 4.1, 90.0, 3.9, -4.3, -3.2, 4.7
Cc1cccc(NS(=O)(=O)c2cccc(C(=O)N3CCCC(C(F)(F)F)C3)c2)c1 (configuration not stated)
→ -1.8, 7.2, -0.4, 5.5, -14.0, 96.0, 5.0, -5.4, -5.3, -1.1
O=C(c1cc(-c2ccccc2Cl)nc2ccccc12)N1CCOCC1
→ -0.4, 1.8, 2.4, -7.0, -1.9, 96.0, -0.8, 0.9, 1.0, 10.7
COc1ccc(OC)c(S(=O)(=O)N2CCCC(C(=O)N3CCOCC3)C2)c1 (configuration not stated)
→ 0.0, 0.7, 2.8, 10.3, 2.8, 96.0, 1.6, 14.1, -6.5, -6.0

Screens as filed in PubChem BioAssay.

These rows are one share of the data; the hit share may differ from the screen's.
